High-throughput results (PubChem BioAssay)
AddAB inh: less growth of phage-infected E. coli with AddAB; E. coli expressing H. pylori AddAB, absorbance growth; inhibition, % at 11.9 µM; 0.29% of 330,000 active; AID 435030; in the data active = inhibition above about 12%;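 also: 0% = vehicle wells of infected cells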
OPRM1-OPRD1 inv: mu-delta opioid heterodimer inverse agonism | inhibition, % at 9.3 µM | cell-based MOR-DOR heterodimer luminescence | AID 504357 | 0.21% of 340,000 active | P35372+P41143; in the data active = inhibition above about 22%, passing the limit was not always enough;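 also: 0% = cells with DMSO and 100% = wells without cells with DMSO; values of inactives mirror those of a sister screen read the other way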
Target sequence (P35372 whole entry, looked up): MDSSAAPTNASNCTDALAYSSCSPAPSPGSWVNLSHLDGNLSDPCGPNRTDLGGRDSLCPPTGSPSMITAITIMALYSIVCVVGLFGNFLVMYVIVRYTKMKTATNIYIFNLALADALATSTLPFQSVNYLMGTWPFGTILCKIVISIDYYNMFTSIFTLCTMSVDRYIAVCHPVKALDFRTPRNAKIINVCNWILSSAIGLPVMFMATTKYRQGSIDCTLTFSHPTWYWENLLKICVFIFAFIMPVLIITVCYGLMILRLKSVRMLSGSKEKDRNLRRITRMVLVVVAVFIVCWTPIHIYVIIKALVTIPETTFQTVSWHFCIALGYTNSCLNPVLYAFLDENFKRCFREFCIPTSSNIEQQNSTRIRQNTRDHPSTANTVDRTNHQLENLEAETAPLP
Target sequence (P41143 whole entry, looked up): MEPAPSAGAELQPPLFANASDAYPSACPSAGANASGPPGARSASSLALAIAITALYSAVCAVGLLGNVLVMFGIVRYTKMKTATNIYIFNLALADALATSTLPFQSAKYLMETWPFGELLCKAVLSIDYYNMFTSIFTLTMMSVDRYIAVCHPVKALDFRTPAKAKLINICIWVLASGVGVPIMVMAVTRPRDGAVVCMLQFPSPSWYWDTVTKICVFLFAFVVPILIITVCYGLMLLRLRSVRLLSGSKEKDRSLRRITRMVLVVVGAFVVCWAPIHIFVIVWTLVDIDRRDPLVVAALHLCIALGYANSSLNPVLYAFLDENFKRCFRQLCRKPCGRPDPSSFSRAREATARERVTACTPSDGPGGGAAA
PfHsp90 set2: growth inhibition of yeast expressing Plasmodium Hsp90. S. cerevisiae expressing PfHsp90, BacTiter-Glo ATP, 48 h; yeast lacking PDR1 and PDR3 efflux regulators. 0.32% of 310,000 active. inhibition, % at 9.4 µM;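 active = every replicate shows inhibition above about 80%, whatever the replicate mean, limit read from the data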;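 also: 0% = DMSO neutral controls and 100% = 20 µM radicicol positive controls; yeast relying on Plasmodium falciparum Hsp90 in place of its own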
Arrestin-AP2 inh: blocks beta-arrestin peptide binding to AP2 adaptin; FITC-arrestin peptide / GST-AP2 beads, flow cytometry; AP2 beta2 appendage carries R879A mutation; inhibition, % at 10 µM; 0.31% of 340,000 active; AID 504490;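 active = inhibition above a set limit, near 3 SD of compounds lacking own fluorescence, cut at about 54% in these data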;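 also: plate controls were DMSO wells for no effect and 5 µM unlabelled arrestin peptide for full effect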
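Material – GST-tagged AP2 beta2-adaptin appendage (R879A) on 4 µm glutathione beads · Probe or stimulus – fluorescein-tagged arrestin peptide at 50 nM final · Timing – 12 min plus 1 h, RT · Detection – bead flow cytometry, FITC channel · Read-out basis – inhibition as reduced fluorescein signal on beads, percent · Medium – PBS plus Tween 20 (0.05%) and BSA (0.1%)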
E coli growth: bacterial growth inhibition, counter-screen for AddAB inhibitors; E. coli V3065 growth, OD600 absorbance, 18 h; inhibition, % at 11.9 µM; 0.27% of 330,000 active;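 active = inhibition above the campaign's mean inhibition across all tested compounds plus 3 SD, cut at about 9.9% in these data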;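 also: uninfected addAB+ strain grown without phage in ampicillin broth; 0% = DMSO wells and 100% = ciprofloxacin 0.95 µg/ml wells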
phage Ecoli inh: E. coli growth loss with phage present; growth absorbance; inhibition, % at 11.9 µM; 0.26% of 360,000 active; in the data active = inhibition above about 11%
Mot1-301 SUMO: inhibitors of SUMOylation pathway: yeast Mot1-301 growth rescue. growth rescue, % at 18.8 µM. 1% of 320,000 active. S. cerevisiae Mot1-301 growth rescue, ATP luminescence, 38.5C; percent above DMSO median, 100 means doubled;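 active = every valid replicate shows activation above 250% relative to neutral control wells; inactive = the rest, any valid replicate at or below 250%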;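 also: OY570 slx delta 5 strain wells were the positive control but not used for scaling; some compounds called inactive have numbers as strong as hits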
MOR-DOR ag: agonists of human mu-delta opioid receptor heterodimerization. P35372+P41143. cells, OPRM1-OPRD1 heterodimerization, luminescence. activation, % at 9.3 µM. 0.3% of 340,000 active. AID 504326; in the data active = activation above about 18%;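 also: 0% = vehicle-treated cells and 100% = reference agonist; values of inactives mirror those of a sister screen read the other way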
Tat export inh: inhibitors of E. coli Tat protein transport; AID 488895; E. coli MC4100 TorA-mCherry Tat export, fluorescence; 0.036% of 340,000 active; inhibition, % at 10 µM;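 active = mean replicate inhibition at least 50% and at least half of replicates individually reaching 50%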;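 also: exported cargo escapes ClpAP degradation while cytoplasmic cargo is degraded and loses fluorescence; 0% = median of neutral control wells and 100% = median of NaSCN control wells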
PKA-R1A act: activates the PKA-R1A holoenzyme complex. P00514+P68181. AID 504707. 0.083% of 340,000 active. PKA-R1A dissociation, Cy5-IP20 fluorescence polarization; scaled: DMSO 0%, 113 µM cGMP 100%. activation, % at 11.4 µM;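 active = percent activation above the mean of all tested compounds plus 3 SD, cut at about 19% in these data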;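 also: higher means more PKAc released from R1A so a rise in polarization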
DSG3 Ab inh: inhibitors of pemphigus antibody binding to human desmoglein-3; P32926; DSG3-coupled beads, scFv-anti-DSG3-GFP binding, flow cytometry; hits give low values; binding (percent of control), % at 10 µM; 0.48% of 310,000 active;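 active = binding more than 3 SD below its plate's average and above zero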;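 also: hits lower antibody fragment binding to DSG3; some compounds called inactive have numbers as strong as hits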
* = called active by the depositor; · = no result given.

The line under a structure holds: AddAB inh	OPRM1-OPRD1 inv	PfHsp90 set2	Arrestin-AP2 inh	E coli growth	phage Ecoli inh	Mot1-301 SUMO	MOR-DOR ag	Tat export inh	PKA-R1A act	DSG3 Ab inh
Cc1ccc(-c2nn(-c3ccccc3)cc2/C=C/C(=O)O)o1
→ 4.9	-3	17	10	0.7	4.5	-12	0.7	-9	1	100
CCCCn1cnc2c(SCc3ccccc3F)nc(N)nc21
→ ·	-1	·	11	·	3.0	·	0.1	10	0	102
CSCCC(NS(=O)(=O)c1ccc(C)cc1)C(=O)NCC(C)(C)N1CCOCC1 (centres undefined)
→ 2.4	9	-19	-12	-0.2	1.2	8	-2.1	5	4	98
Cc1cccc(C(=O)N2CCCC(CCC(=O)N3CCN(c4ccccn4)CC3)C2)c1 (centres undefined)
→ 0.2	7	-1	-1	0.6	1.8	-7	-2.2	-1	-3	113
N#Cc1cccc(NC(=O)COC(=O)c2ccc[n+]([O-])c2)c1
→ -0.1	13	-3	12	-2.3	3.3	-7	-2.5	-7	-1	124
CNC(=O)COC(=O)c1ccccc1C(=O)c1ccc(Cl)c([N+](=O)[O-])c1
→ ·	10	15	10	·	4.5	·	-1.9	-10	-4	105
CC(NC(=O)c1cccc(N2CCCC2=O)c1)c1ccc2c(c1)OCCO2 (centres undefined)
→ -1.4	14	21	4	0.8	1.0	-6	-2.8	1	-3	104
Cc1cc(C)c(C#N)c(N2CCN(Cc3ccccc3)CC2)n1
→ 1.0	-5	-6	13	1.9	2.5	·	1.0	-4	1	100
CCN([C@H](CO)C(C)C)S(=O)(=O)c1ccccc1Br
→ 1.5	6	0	2	1.1	2.6	·	-1.2	-2	-5	103
COc1cc2c(cc1OC)C(Cc1ccc(O)cc1)NCC2 (centres undefined)
→ 2.6	2	·	-6	-0.1	3.8	15	-0.5	7	5	109
O=C(COn1nnc2ccc(Cl)cc21)NCc1ccccc1
→ 3.6	8	1	26	0.7	4.1	12	-1.9	3	4	·
CCNc1nc(NC(C)CC)nc(Oc2ccc(=O)[nH]n2)n1 (centres undefined)
→ 1.1	9	2	-3	0.6	0.8	58	-2.0	-3	-8	125
C[C@H]1CN([C@@H](C)CO)C(=O)c2cccc(NS(=O)(=O)c3ccc(Cl)cc3)c2O[C@@H]1CN(C)CC1CCCCC1
→ -1.4	10	-1	-2	-1.1	3.0	-6	-1.9	-9	2	103
COc1cc(/C=N/O)c(Br)cc1OCC(=O)Nc1ccccc1C
→ 2.0	7	-25	-6	-0.7	2.3	63	-1.3	-17	-10	95
S=C(NC1CCCCC1)N1CCN(c2ccccn2)CC1
→ -0.4	-3	-13	-2	1.4	4.3	1	0.4	-1	4	103
COc1ccc(Nc2nc3ccccc3n3cnnc23)cc1
→ 0.3	0	-14	13	0.7	3.5	-17	-0.1	14	-5	106
CCOc1ccc(N/C(SCc2cccc([N+](=O)[O-])c2)=C(/C#N)C(N)=O)cc1
→ 6.0	9	-57	7	-1.8	3.8	36	-1.9	5	-12	98
CCOc1cc(/C=C2/NC(=O)NC2=O)cc(Br)c1OCc1ccc(C(=O)O)cc1
→ 2.8	7	-8	-9	2.5	6.5	460	-1.3	-3	-2	104
N#Cc1ccc(N2CCOCC2)nc1
→ 0.5	9	-2	-12	1.1	4.9	-15	-1.7	0	10	102
O=C1c2ccccc2NC(c2ccc(-c3ccccc3F)o2)N1O (centres undefined)
→ 9.9	4	·	2	12*	8.6	14	-0.7	-9	-4	105
Cc1ccc(C2=C/C(=C/c3cccnc3)C(=O)O2)c(C)c1
→ 1.0	-12	13	1	-1.8	2.1	-24	1.7	-1	-9	98
c1ccc2c(Nc3nc(-c4ccncc4)nc4ccccc34)cccc2c1
→ -0.3	·	·	8	-1.3	1.8	14	·	·	·	102
CC1=C(C(=O)OCc2ccccc2)C(c2ccccc2Cl)NC(=O)N1CCCC(=O)O (centres undefined)
→ 2.0	2	8	-1	0.5	3.0	272	-0.4	-2	-20	100
CCCS(=O)(=O)N1CCCC(C(=O)Oc2ccc(Cl)cc2)C1 (centres undefined)
→ 3.8	-4	-16	13	0.9	0.8	-11	0.7	8	-12	93
Cc1nc(C(F)(F)F)nc(Nc2ccc(Br)cc2)c1C#N
→ 0.6	-24	-36	-2	1.2	2.5	-14	4.3	-4	-7	111
CC1(C)NC(=O)N(CCOCCOc2ccc3ccccc3c2Br)C1=O
→ 0.6	6	·	7	-0.8	1.2	5	-1.4	11	3	100
COc1ccc(N2C(=O)c3ccccc3NC23CCC(C)CC3)cc1 (centres undefined)
→ -2.5	-3	10	14	-1.6	3.6	468	0.6	0	-7	·
Cc1ccsc1C(=O)OCc1nnc(-c2ccccc2)o1
→ 2.7	5	7	-5	0.3	2.3	3	-1.2	9	4	·
CCSC1=C(C#N)C(c2ccc(F)cc2)CC(=O)N1 (centres undefined)
→ ·	18	-19	0	·	2.7	·	-3.5	-5	-5	104
CCCC(=O)Nc1ccc2nc(SCC(=O)Nc3nccs3)sc2c1
→ 1.4	10	14	-7	0.1	0.7	158	-1.6	-3	-6	101
O=C(O)/C=C/C(=O)N1CCN(C(c2ccccc2)c2ccccc2)CC1
→ 2.5	16	-19	-2	0.8	2.8	1	-3.2	-3	-11	91
COc1ccc(NC(=O)COC(=O)c2cc(OC)c(OC)cc2NC(=O)c2ccco2)cc1OC
→ -0.3	-115	5	-2	-2.1	3.3	4	23*	-9	-8	104
NC1=NC(c2cccc(Cl)c2)N(CCc2ccc(F)cc2)C(N)=N1 (centres undefined)
→ 0.8	13	6	22	-0.8	3.3	29	-2.6	9	-11	88
O=C(CCc1nnc2ccc(NCc3ccccc3)nn12)NCC1CCN(C2CCCC2)C1 (centres undefined)
→ 1.9	4	14	36	-1.7	0.5	4	-0.8	-1	-1	119
NS(=O)(=O)c1cccc(NC(=O)CSc2nn(-c3ccccc3)c(=S)s2)c1
→ 2.1	1	13	-9	-0.1	2.0	23	-0.2	4	2	102
Nc1cccc2cccc([N+](=O)[O-])c12
→ ·	26	-11	22	·	2.9	·	-5.1	-10	5	90
Cc1cc(C(=O)CN2CCN(CC(=O)Nc3cccc(F)c3)CC2)c(C)n1C1CC1
→ 3.0	11	-4	-10	0.5	5.0	-4	-3.0	0	-9	108
COc1cc(OC)cc(C(=O)Nc2ccc3c(c2)n(C)c(=O)n3C)c1
→ 1.7	4	33	17	-1.9	-0.1	22	-0.8	-5	4	109
COc1cc(NC(=S)NCc2ccc(S(N)(=O)=O)cc2)c(OC)cc1Cl
→ 4.3	10	1	18	0.9	8.0	-14	-2.0	-1	-5	97
NNC(=O)c1[nH]c(-c2ccccc2)cc1-c1ccccc1
→ 2.0	-2	-9	7	0.6	4.4	-5	0.5	-7	4	102
COc1ccccc1N1CCN(C(=O)c2ccc3c(=O)n4c(nc3c2)CCCCC4)CC1
→ 2.3	-3	·	-14	-3.2	1.5	-22	0.7	-2	-4	111
CC1CCCCC1NC(=O)c1ccc(-n2cncn2)cc1 (centres undefined)
→ 2.5	11	3	25	1.2	0.7	-2	-2.7	3	2	103
O=C(Nc1ccc(OC(F)F)cc1)c1cc(S(=O)(=O)N2CCOCC2)ccc1F
→ 0.8	-9	7	4	2.6	2.1	2	1.7	-8	-1	102
CCS(=O)(=O)n1nc(-c2ccc(Cl)cc2)nc1N
→ 1.6	1	-6	29	1.0	2.4	381	-0.1	-6	7	98
Cn1c(=O)c2cc(S(=O)(=O)Nc3cccc(F)c3)ccc2n(C)c1=O
→ 2.7	-10	7	13	-1.1	0.0	8	1.9	-6	-1	103
O=C(Nc1c2c(nn1-c1ccccc1)CS(=O)(=O)C2)c1ccc2c(c1)OCO2
→ 0.1	15	14	-6	-0.1	1.8	12	-2.9	-2	5	·
Cn1cnnc1SCC(=O)NC1CCCC1
→ 0.6	19	10	-4	0.4	1.3	12	-3.8	0	-4	103
O=C(c1ccc(-c2ccc([N+](=O)[O-])cc2)o1)N1CCCCCCC1
→ 1.5	-17	-55	40	-2.6	1.1	23	4.1	5	13	·
O=C(NCc1ccco1)C1CCN(c2nnc(-n3cccc3)s2)CC1
→ 1.5	-9	-12	1	0.6	1.8	9	1.8	13	-9	107
COc1ccc(NC(=O)c2cc(-c3cccs3)on2)cc1OC
→ 1.6	-3	·	0	-1.3	0.9	11	0.6	1	-2	99
O=C(O)c1cc(O)c2c(c1)[C@H]([C@H]1c3cc(C(=O)O)cc(O)c3C(=O)c3c(O[C@@H]4O[C@H](CO)[C@@H](O)[C@H](O)[C@H]4O)cccc31)c1cccc(OC3O[C@H](CO)[C@@H](O)[C@H](O)[C@H]3O)c1C2=O (some centres undefined)
→ -2.4	-4	4	21	-3.7	4.7	-41	0.8	10	18	-9.0*
Cc1ccc(C(=O)Nc2c[nH]c(=O)[nH]c2=O)cc1
→ 2.8	-2	35	11	1.1	0.8	-15	0.5	1	-6	109
Cc1ccc(C(=O)C(C)OC(=O)c2cc(=O)[nH]c3ccccc23)cc1 (centres undefined)
→ -0.3	2	-12	13	-0.2	5.5	26	-0.3	3	5	101
Cc1cccc(OCC(=O)Oc2ccc(Cl)cc2)c1
→ 0.0	-32	7	-9	0.2	2.4	-9	6.6	-7	-8	·
Cc1ncc(CO)c(CNc2ccc(-c3nc4ccccc4[nH]3)cc2)c1O
→ ·	28	-13	31	·	2.6	475	-5.8	0	-2	112
c1ccc2c(-n3cnnn3)cccc2c1
→ 1.7	16	-16	8	1.7	2.1	-15	-3.1	20	1	·
O=C1CC2c3ccccc3C1C1C(=O)N(Cc3ccccc3)C(=O)C21 (centres undefined)
→ 2.3	8	-25	-11	0.3	-2.7	-11	-1.8	-7	-1	·
COc1ccc(CC(=O)NCc2nnc(SCCOc3ccccc3)n2C)cc1
→ 0.5	9	8	-10	1.1	1.1	10	-1.9	-2	-8	102
CCn1c(COc2ccc3c(c2)OCO3)nnc1SCC(=O)c1ccccc1
→ -0.2	9	-5	30	0.2	4.7	1	-1.5	-1	-13	103
Cc1ccc(S(=O)(=O)N(Cc2ccccc2)c2ccccn2)cc1[N+](=O)[O-]
→ -1.8	2	11	-4	-3.0	2.1	8	-0.4	3	2	100
S=c1[nH]nc(C2CCCCC2)n1/N=C/C=C/c1ccccc1
→ 5.6	-14	-21	5	0.0	1.6	228	2.9	5	-7	107
